CDK5 inh – blocks human CDK5/p35 kinase activity | Q00535+Q15078 | Recombinant CDK5/p35, ADP-Glo luminescence, 60 min | inhibition, % at 10 µM | actives 0.01% (n = 330,000);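 active = highest replicate inhibition of at least 50% and at least 75% of replicates reaching 50%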;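 also: plate controls were DMSO neutral control for no effect and GW8510 at 10 µM for full effect; many of its hits are not listed in these tables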
PfHsp90 set2 – inhibits growth of yeast expressing Plasmodium falciparum Hsp90 | inhibition, % at 9.4 µM | actives 0.32% (n = 310,000) | S. cerevisiae expressing PfHsp90, BacTiter-Glo ATP, 48 h; yeast lacking PDR1 and PDR3 efflux regulators;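 active = every replicate shows inhibition above about 80%, whatever the replicate mean, limit read from the data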;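 also: 0% = DMSO neutral controls and 100% = 20 µM radicicol positive controls; yeast relying on Plasmodium falciparum Hsp90 in place of its own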
Mot1-301 SUMO – inhibitors of SUMOylation pathway: yeast Mot1-301 growth rescue. growth rescue, % at 18.8 µM. S. cerevisiae Mot1-301 growth rescue, ATP luminescence, 38.5C; percent above DMSO median, 100 means doubled. actives 1% (n = 320,000);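 active = every valid replicate shows activation above 250% relative to neutral control wells; inactive = the rest, any valid replicate at or below 250%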;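 also: OY570 slx delta 5 strain wells were the positive control but not used for scaling; some compounds called inactive have numbers as strong as hits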
Keap1-Nrf2 PPI – Keap1-Nrf2 (human) interaction inhibition; inhibition, % at 9.4 µM; AID 504523; actives 0.15% (n = 340,000); Q14145; Keap1 Kelch-Nrf2 peptide fluorescence polarization, 1536-well; in the data active = inhibition above about 12%;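 also: human Keap1 Kelch domain with fluorescein labeled Nrf2 9mer peptide probe; 0% = neutral control wells and 100% = peptide positive control; higher means more block of Keap1 binding to Nrf2 peptide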
NSD2 HMT inh – blocks human histone methyltransferase NSD2 | AID 743445 | actives 0.54% (n = 310,000) | inhibition, % at 12.5 µM | O96028 | NSD2 peptide methylation, AlphaScreen, 120 min; in the data active = inhibition above about 50%
Target sequence (O96028 whole entry, looked up): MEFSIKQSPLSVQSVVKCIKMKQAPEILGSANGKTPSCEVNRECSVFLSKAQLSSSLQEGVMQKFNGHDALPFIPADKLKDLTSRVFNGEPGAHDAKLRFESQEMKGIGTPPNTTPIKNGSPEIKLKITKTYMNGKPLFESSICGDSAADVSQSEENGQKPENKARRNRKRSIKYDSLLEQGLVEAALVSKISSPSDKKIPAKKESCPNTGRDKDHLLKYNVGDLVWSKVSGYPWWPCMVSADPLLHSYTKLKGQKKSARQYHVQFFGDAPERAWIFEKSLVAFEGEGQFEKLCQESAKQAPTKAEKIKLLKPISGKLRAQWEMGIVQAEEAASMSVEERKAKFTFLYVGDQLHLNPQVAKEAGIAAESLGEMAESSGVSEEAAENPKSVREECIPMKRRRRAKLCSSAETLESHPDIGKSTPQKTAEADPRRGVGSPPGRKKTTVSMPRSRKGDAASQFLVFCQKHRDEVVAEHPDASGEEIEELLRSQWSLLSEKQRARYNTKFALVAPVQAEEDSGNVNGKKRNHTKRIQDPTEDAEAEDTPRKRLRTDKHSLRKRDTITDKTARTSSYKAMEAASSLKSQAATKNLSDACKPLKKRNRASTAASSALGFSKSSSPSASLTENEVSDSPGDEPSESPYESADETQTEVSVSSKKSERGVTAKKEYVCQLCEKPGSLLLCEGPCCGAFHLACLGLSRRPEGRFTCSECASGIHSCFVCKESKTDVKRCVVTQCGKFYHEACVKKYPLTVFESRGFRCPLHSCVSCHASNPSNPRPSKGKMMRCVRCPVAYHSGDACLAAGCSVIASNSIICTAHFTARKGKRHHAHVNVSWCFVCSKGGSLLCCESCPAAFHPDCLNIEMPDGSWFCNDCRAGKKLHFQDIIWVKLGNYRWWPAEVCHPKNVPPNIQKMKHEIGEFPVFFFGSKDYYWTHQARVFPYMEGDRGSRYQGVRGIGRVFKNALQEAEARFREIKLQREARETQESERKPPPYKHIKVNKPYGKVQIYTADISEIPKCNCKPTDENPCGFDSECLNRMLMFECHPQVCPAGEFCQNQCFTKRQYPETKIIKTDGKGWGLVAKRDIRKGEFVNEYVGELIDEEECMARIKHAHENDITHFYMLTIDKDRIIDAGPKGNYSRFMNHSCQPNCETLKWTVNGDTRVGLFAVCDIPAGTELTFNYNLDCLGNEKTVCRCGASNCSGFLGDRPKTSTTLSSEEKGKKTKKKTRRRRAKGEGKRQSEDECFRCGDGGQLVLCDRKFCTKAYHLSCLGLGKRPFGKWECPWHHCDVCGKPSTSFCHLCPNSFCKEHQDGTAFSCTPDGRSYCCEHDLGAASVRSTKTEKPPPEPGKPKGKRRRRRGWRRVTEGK
Cardiac RTF inh – cardiac RTF calcium desensitization; actives 0.12% (n = 340,000); inhibition, % at 7.15 µM; AID 493244; P19429+P45379; IANBD-labeled cardiac RTF, Ca2+ fluorescence;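 active = inhibition above the mean inhibition of all tested compounds plus 3 SD, cut at about 17% in these data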;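 also: assay run at fixed EC70 calcium of 1.6 mM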
PvdQ inh – blocks Pseudomonas aeruginosa PvdQ acylase activity; actives 0.063% (n = 340,000); AID 488965; inhibition, % at 10 µM; purified PvdQ acylase, fluorescence plate reader; in the data active = inhibition above about 30%, passing the limit was not always enough;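 also: 0% = vehicle neutral wells and 100% = reference inhibitor wells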
dFosB act – enhances mouse delta FosB homodimer DNA binding; P13346; purified delta FosB, TAMRA-CDK5 oligo fluorescence polarization; percent of positive-control signal above neutral wells; activation, % at 25 µM; actives 0.99% (n = 340,000);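 active = mean activation above about 17%, with every replicate also reaching it, limit read from the data, passing the limit was not always enough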;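 also: fluorescence polarization rise as delta FosB binds a TAMRA Cdk5 AP-1 oligo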
RTF Ca sens act – cardiac RTF calcium sensitization; IANBD-labeled TnC RTF fluorescence at EC20 calcium; 0% EC20 calcium, 100% full calcium; activation, % at 7.2 µM; actives 0.24% (n = 340,000);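 active = activation above the mean over all tested compounds plus 3 SD, cut at about 30% in these data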;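 also: rise in fluorescence read as greater calcium sensitivity of cardiac thin filaments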
Rtt109 Vps75 – inhibitors of Candida albicans Rtt109/Vps75 histone acetyltransferase; Q5AAJ8; purified Rtt109/Vps75, ThioGlo CoA-SH fluorescence, 4 h; inhibition, % at 34.9 µM; actives 0.16% (n = 330,000); AID 540336;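 active = inhibition of at least 50% in every replicate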
LANA DNA inh – inhibitors of KSHV LANA C-terminal domain DNA binding; MBP-C-LANA/FAM-LBS DNA binding, fluorescence polarization; AID 504423; inhibition, % at 9 µM; actives 0.078% (n = 340,000);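 active = highest replicate inhibition at or above 60% at 9 µM, even if other replicates fall short; inactive = all replicates below 60% inhibition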;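 also: 0% = neutral control wells and 100% = 4 µM acridine orange control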
An asterisk follows results filed as active; · = no result given.

Every second line gives: Rtt109 Vps75 | NSD2 HMT inh | PvdQ inh | LANA DNA inh | RTF Ca sens act | dFosB act | Mot1-301 SUMO | Keap1-Nrf2 PPI | Cardiac RTF inh | CDK5 inh | PfHsp90 set2
1) Cc1noc(C)c1C(=O)N1CC(C)OC(C)C1 (configuration not stated)
 : -11 | -2 | -14 | 1.1 | -2 | 2 | 81 | -3 | -2 | -1.2 | -14
2) COc1ccc(C(=O)NCCc2ccc(F)cc2)cc1OC
 : -3 | -4 | 7 | -0.3 | 1 | 4 | -31 | -2 | 8 | 0.6 | 13
3) O=C(O)CC1CCS(=O)(=O)C1 (configuration not stated)
 : 3 | 0 | 3 | -0.9 | -5 | -2 | -7 | -7 | -11 | -0.6 | 9
4) COc1ccc(C(=O)Nc2cccc(-c3csc(C)n3)c2)cc1S(=O)(=O)N1CCCC1
 : 21 | 0 | -1 | 3.2 | -1 | -18 | -9 | -5 | 3 | 1.2 | ·
5) CCOc1ccc(C(=O)c2cc([N+](=O)[O-])ccc2N2CCOCC2)cc1
 : 2 | · | -10 | 0.4 | 0 | -8 | -11 | -7 | -30 | 0.2 | -1
6) COc1ccc2c(c1)C(=C(C#N)C#N)C(=O)N2CCc1ccccc1
 : 22 | 6 | 10 | 1.0 | 1 | -3 | -3 | -4 | -5 | 0.9 | 0
7) CCC(C)(C)NC(=O)CN(Cc1cccs1)C(=O)CNS(=O)(=O)c1ccc(F)cc1
 : 1 | -15 | -14 | -0.3 | 8 | -9 | -9 | -2 | -11 | -0.9 | 6
8) COc1ccccc1S(=O)(=O)Cc1ccc(C(=O)NCC2CCCO2)o1 (configuration not stated)
 : 7 | -1 | 6 | 0.0 | -5 | 0 | -4 | 1 | 0 | 0.3 | -1
9) CN(C)S(=O)(=O)c1ccc2c(c1)nc(CCC(=O)Nc1ccc3c(c1)OCO3)n2C
 : -1 | 1 | 1 | 0.0 | -4 | -2 | 1 | 2 | 4 | -0.1 | 19
10) CO/N=C/c1ccc(N2CCN(C(=O)c3ccc(F)cc3)CC2)c([N+](=O)[O-])c1
 : -7 | 9 | -11 | -1.5 | 2 | -16 | -2 | -4 | 1 | -1.3 | 1
11) Nc1nc2n(n1)C(c1cccc(Br)c1)CC(c1ccc(F)cc1)N2 (configuration not stated)
 : -9 | · | -8 | -1.0 | 6 | -6 | 6 | -1 | -3 | -0.5 | 11
12) CCOC(=O)N(C)OC(=O)Nc1ccc(Cl)c(Cl)c1
 : · | -1 | -2 | 1.6 | 0 | -1 | 6 | -28 | -4 | 1.6 | 10
13) C=C(C)CNC(=S)N/N=C/c1ccc([N+](=O)[O-])cc1
 : 0 | 1 | -6 | 1.8 | 0 | 1 | 8 | -6 | -4 | 2.5 | 17
14) COc1cccc(CNc2ccc([N+](=O)[O-])cc2Cl)c1O
 : 10 | 13 | -4 | 2.2 | -1 | -7 | 67 | 3 | -2 | -0.8 | -30
15) Cc1cc(NC(=O)c2c(Cl)cccc2Cl)no1
 : -8 | -1 | -9 | -0.5 | 0 | 2 | · | 1 | -7 | -4.2 | 10

Every second line gives: Rtt109 Vps75 | NSD2 HMT inh | PvdQ inh | LANA DNA inh | RTF Ca sens act | dFosB act | Mot1-301 SUMO | Keap1-Nrf2 PPI | Cardiac RTF inh | CDK5 inh | PfHsp90 set2
16) Cc1ccc(S(=O)(=O)Nc2cc(C(C(=O)OC(C)C)C(=O)C(F)(F)F)c(O)c3ccccc23)c(C)c1 (configuration not stated)
 : 0 | 3 | -7 | -1.6 | -9 | -11 | 0 | 51* | 2 | -0.4 | -51
17) O=C(COC(=O)c1ccccc1Nc1ccccc1)NCc1ccccc1
 : 0 | -4 | 9 | -1.7 | 3 | -2 | -11 | -4 | -1 | 0.3 | ·
18) CC(=O)N1CC(C)Oc2ccc(S(=O)(=O)Nc3ccc(Cl)cn3)cc21 (configuration not stated)
 : -7 | 2 | -9 | 0.4 | 3 | -1 | 4 | -6 | 1 | 0.8 | -2
19) CCOC(=O)c1c(-c2ccc(C)cc2)csc1NC1=NS(=O)(=O)c2ccccc21
 : 5 | -2 | 7 | -2.1 | -5 | -8 | 13 | -3 | 0 | 0.2 | 2
20) O=C(NC1CCCC1)c1cccc(Cl)c1
 : 1 | -6 | 70* | 1.3 | 1 | 4 | · | -5 | 4 | -0.4 | 9
21) COC(=O)c1cc(S(=O)(=O)NCc2ccc(Br)cc2)c[nH]1
 : -23 | 2 | -8 | 0.4 | 2 | 1 | -6 | -1 | -4 | -0.1 | -13
22) Cc1ccc(-c2nc3ccccc3c(=O)n2CCN2CCOCC2)cc1
 : 4 | 1 | 1 | 1.1 | 3 | 4 | -19 | -3 | 1 | -0.2 | ·
23) CCCNCc1cc(OC)c(OCCC)cc1Cl
 : 4 | 20 | -5 | 16 | 5 | -3 | · | -3 | -8 | -1.4 | -11
24) Cc1cc(=O)[nH]c(N/N=C/c2c(O)n(-c3ccccc3)c(=O)c3ccccc23)n1
 : -7 | 4 | 13 | -4.0 | 12 | -13 | -19 | -17 | -3 | -0.1 | 9
25) COc1ccc(/C=C/C(=O)O)cc1S(=O)(=O)Nc1ccc2c(c1)OCO2
 : -6 | 5 | -7 | 0.2 | 2 | -1 | -25 | 3 | -4 | -2.3 | -21
26) Cc1cc(C)c(OCCCCn2cnc3ccccc3c2=O)c(C)c1
 : 0 | -1 | -9 | 1.0 | 2 | -14 | -15 | 2 | -12 | 0.1 | -25
27) O=[N+]([O-])c1ccc(/C=N/N=C/c2ccc([N+](=O)[O-])o2)o1
 : 3 | · | 7 | 0.4 | 0 | -5 | · | 1 | 6 | 0.3 | 16
28) Cc1cc(C(=O)Nc2cccc3ccccc23)co1
 : 8 | 2 | -15 | -0.3 | 3 | -3 | 15 | -10 | -4 | 1.7 | 7
29) O=c1cc(O)c(-c2ccccc2Cl)c(Cl)[nH]1
 : 6 | -1 | -7 | -0.1 | -7 | 3 | 518 | -5 | -6 | -1.5 | -3
30) Nc1cccc2cnccc12
 : 2 | 107* | -12 | 0.8 | 6 | 3 | -2 | -1 | -14 | 2.4 | 1

Every second line gives: Rtt109 Vps75 | NSD2 HMT inh | PvdQ inh | LANA DNA inh | RTF Ca sens act | dFosB act | Mot1-301 SUMO | Keap1-Nrf2 PPI | Cardiac RTF inh | CDK5 inh | PfHsp90 set2
31) O=C(CCCN1C(=O)c2ccccc2C1=O)Nc1nc2ccccc2[nH]1
 : -4 | 30 | -6 | -2.0 | 3 | 0 | -7 | -1 | -2 | 0.4 | -13
32) CN(C)c1c(-c2ccccc2)cc(-c2ccccc2)[nH]c1=O
 : -5 | -2 | -13 | 4.1 | -3 | 1 | · | -4 | -9 | 1.8 | 12
33) CC(C(=O)N/N=C/c1ccc(N(C)C)c(Br)c1)N(c1ccccc1)S(C)(=O)=O (configuration not stated)
 : 26 | 2 | 9 | -0.4 | -4 | -4 | 1 | 2 | -7 | 1.0 | -30
34) CCOc1ccc(-n2c(SCC(=O)c3c(N)n(C)c(=O)n(C)c3=O)nnc2-c2cccnc2)cc1
 : 3 | 1 | -13 | 0.2 | 0 | -3 | 3 | -8 | 2 | 1.2 | -6
35) O=[N+]([O-])c1ccc(Sc2ncc3ccccn23)nc1
 : -4 | 1 | -2 | -0.3 | -9 | 1 | -5 | -1 | 0 | 2.2 | -11
36) Cc1ccc(C)c(N2C(=O)CC(N3CCN(Cc4ccc5c(c4)OCO5)CC3)C2=O)c1 (configuration not stated)
 : -1 | -1 | 1 | -0.2 | 2 | -7 | 28 | -2 | -7 | 1.3 | 24
37) Cc1ccc(S(=O)(=O)N/N=C2/CC(c3ccccc3)Oc3ccccc32)cc1 (configuration not stated)
 : 12 | 2 | 2 | -0.4 | -7 | -3 | 4 | 1 | 1 | -0.9 | -3
38) COc1ccccc1-c1nn(-c2ccccc2)cc1C(=O)NCC(c1ccco1)N1CCCC1 (configuration not stated)
 : 5 | 4 | 6 | 2.5 | 0 | -11 | -13 | -6 | 4 | 0.5 | 4
39) CC(C)(C)N1CSC(=S)N(Cc2ccccc2)C1
 : -3 | -5 | -18 | -3.2 | 2 | -3 | 310 | 0 | 4 | 0.8 | -11
40) Cc1cc(=O)c2n(Cc3ccc(Cl)cc3)nc[n+]2[nH]1
 : 9 | 2 | -12 | -0.4 | 5 | -3 | -10 | 5 | -6 | 1.6 | 13
41) COc1ccc(OC)c(N(CC(=O)NCCSc2ccccc2)S(C)(=O)=O)c1
 : 0 | 1 | -10 | -0.7 | 5 | -9 | -8 | -4 | -4 | -1.7 | ·
42) Cc1cc(Cl)ccc1NC(=S)N1CCC(C(N)=O)(N2CCCCC2)CC1
 : -7 | 0 | -2 | 1.3 | 0 | -7 | -9 | -3 | -6 | · | 11
43) O=C(Nc1cccc(S(=O)(=O)Nc2ccc(Cl)cc2)c1)c1ccc2c(c1)OCCO2
 : 6 | · | 8 | 2.6 | 0 | 10 | -14 | -5 | 4 | 0.1 | -24
44) COC(=O)c1ccccc1NC(=S)NC(=O)COc1ccccc1
 : -7 | -1 | -16 | -2.5 | -2 | -7 | 158 | -5 | -4 | -5.2 | -24
45) O=C(NCc1nnc(SCC(=O)N2CCCC2)o1)c1cccc(C(F)(F)F)c1
 : -10 | -1 | -15 | 0.5 | -2 | -4 | 0 | 1 | -1 | -1.4 | -4
46) Nc1nnc(CC(=O)N/N=C\c2cc([N+](=O)[O-])ccc2O)s1
 : 7 | -3 | -8 | 3.4 | -2 | 6 | · | 1 | -9 | 1.0 | 15
47) CN(C)c1ccc(CNC23CN4CN(CN(C4)C2)C3)cc1
 : 12 | 1 | 4 | -0.2 | -3 | -1 | -3 | -3 | -16 | -0.9 | 9

Arranged by count of non-hydrogen atoms (falling): some entries from above
Every second line gives: Rtt109 Vps75 | NSD2 HMT inh | PvdQ inh | LANA DNA inh | RTF Ca sens act | dFosB act | Mot1-301 SUMO | Keap1-Nrf2 PPI | Cardiac RTF inh | CDK5 inh | PfHsp90 set2
38) COc1ccccc1-c1nn(-c2ccccc2)cc1C(=O)NCC(c1ccco1)N1CCCC1 (configuration not stated)
 : 5 | 4 | 6 | 2.5 | 0 | -11 | -13 | -6 | 4 | 0.5 | 4
43) O=C(Nc1cccc(S(=O)(=O)Nc2ccc(Cl)cc2)c1)c1ccc2c(c1)OCCO2
 : 6 | · | 8 | 2.6 | 0 | 10 | -14 | -5 | 4 | 0.1 | -24
45) O=C(NCc1nnc(SCC(=O)N2CCCC2)o1)c1cccc(C(F)(F)F)c1
 : -10 | -1 | -15 | 0.5 | -2 | -4 | 0 | 1 | -1 | -1.4 | -4
31) O=C(CCCN1C(=O)c2ccccc2C1=O)Nc1nc2ccccc2[nH]1
 : -4 | 30 | -6 | -2.0 | 3 | 0 | -7 | -1 | -2 | 0.4 | -13
44) COC(=O)c1ccccc1NC(=S)NC(=O)COc1ccccc1
 : -7 | -1 | -16 | -2.5 | -2 | -7 | 158 | -5 | -4 | -5.2 | -24
47) CN(C)c1ccc(CNC23CN4CN(CN(C4)C2)C3)cc1
 : 12 | 1 | 4 | -0.2 | -3 | -1 | -3 | -3 | -16 | -0.9 | 9
40) Cc1cc(=O)c2n(Cc3ccc(Cl)cc3)nc[n+]2[nH]1
 : 9 | 2 | -12 | -0.4 | 5 | -3 | -10 | 5 | -6 | 1.6 | 13

Bioassay records deposited in PubChem by several laboratories.
